# Screening results: PubChem, National Center for Advancing Translational Sciences (NCATS)
# ERK EGF inh: blocks ERK signaling stimulated by EGF | HEK293-V1b, EGF-stimulated phospho-ERK AlphaScreen | Potency, µM (series often up to 11.5 µM), inactives show at the highest dose activity change, negative = inhibition, actives largely listed as inhibitors | actives 0.41% (n = 130,000) | AID 1454; active = well fitted inhibition curve with a large enough effect; inconclusive = small, poorly fitted or top-dose-only effect, or effect the other way;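 also: plate controls were stimulated vehicle wells for no effect and unstimulated vehicle basal for full effect; nearly all actives have a fitted effect of over 55% in size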
#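 EGF-stimulated (25 nM, 5 min) phospho-ERK in HEK293 cells stably expressing V1b, cells pretreated 30 min with compound at 37C. Homogeneous AlphaScreen read on lysates.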
# The depositor's hits bear a star; ? = inconclusive; [ ] = another dose, or the depositor's remark. Potency is read from the fitted curve at half-maximal effect. Some of the compounds tested; rates above refer to the full screens.
Structure	ERK EGF inh
COc1ccc([C@@H]2C[C@H]3CN(Cc4ccccc4OC)C(=O)[C@]34CCCN24)cc1C	6%
CC(Oc1ccc(Cl)cc1Cl)C(=O)Nc1cccnc1 (stereo not drawn)	4%
O=C(c1nc2ccccn2c1CN1CCN(c2ccccc2O)CC1)N1CCCC1	1%
O=C(Cn1nnc(-c2cc(C(F)(F)F)cc(C(F)(F)F)c2)n1)NNC(=S)Nc1ccc(Cl)cc1	?
COC1=CC(=O)CC(C)C12Oc1c(Cl)c(OC)cc(OC)c1C2=O (stereo not drawn)	5%
O=C(c1ccco1)N1N=C(c2ccncc2)CC1(O)C(F)(F)F (stereo not drawn)	-7%
O=c1cc(CN2CCc3ccccc32)c2ccc(O)cc2o1	6%
Cc1cccc(C)c1NC(=O)C(=O)c1cn(C)c2ccccc12	-2%
CCOC(=O)c1sc(NC(=O)CCCn2nc([N+](=O)[O-])cc2C)c(C(=O)OCC)c1C	-6%
COC(=O)C1=C(C(=O)OC)C(c2cc(Br)ccc2O)c2sc(=O)[nH]c2S1 (stereo not drawn)	-3%
O=C(Nc1nc2c(Br)cc(Br)cc2c(=O)s1)C1CCC1	21%[57.5 µM]
O=C(CC1C(=O)N(c2ccccc2)C(=O)N1Cc1ccco1)Nc1ccccc1 (stereo not drawn)	-9%
CCCn1c(=S)[nH]c2cc(C(=O)N3CCN(c4ccccc4OC)CC3)ccc2c1=O	0%
Cc1[nH]c2ccccc2c1/C=C/C(=O)c1ccccc1	10%
O=C1C=CC(=O)N1c1ccc(OC(F)F)cc1	1%

# Later entries:
Structure	ERK EGF inh
CC(C)(C)c1ccc(S(=O)(=O)N2CCC(c3nc4ccc(Cl)cc4[nH]3)CC2)cc1	-2%
CCc1ccc2oc(C(=O)NCc3ccncc3)c(C)c2c1	2%
Cc1ccnc(Nc2nc3ccccc3s2)n1	-6%
CC12CN3CC(C)(CN(C1)C3c1ccccc1Cl)C2O (stereo not drawn)	-1%
COc1ccc(-c2cn3cccnc3n2)cc1NC(=O)c1cccs1	-5%
O=C(Cc1cccs1)Nc1nnc(C2CC2)s1	-6%
O=C(NC(=S)Nc1cccc2ncccc12)c1cccs1	0%
CC1(C)Oc2ccccc2OC1(O)c1ccc2ccccc2n1 (stereo not drawn)	-6%
CCCNC(=O)C1CCN(c2cc(-c3ccccc3)nc3ncnn23)CC1	-4%
C=CCNC(=O)/C(C#N)=C/c1c(C)nn(-c2ccccc2)c1Cl	-1%
COc1ccc(-c2cc(C(=O)Nc3cc(C)on3)no2)cc1	0%
Cc1cc([N+](=O)[O-])nn1Cn1nc([N+](=O)[O-])cc1C	-2%
CCC(C)/C(C)=N/NC(=O)CSc1nc2ccccc2[nH]1 (stereo not drawn)	1%
COC(=O)c1ccc(C(NC(=O)OCc2ccccc2)/C(=C/[C@@H](C)C(=O)N[C@@H](CO)Cc2ccccc2)c2cccnc2)cc1 (stereo partly drawn)	0%
CC(C)(C)c1cc(NC(=O)c2ccc(OC3CCCC3)cc2)no1	11%

# Going on with the list.
Structure	ERK EGF inh
CCOc1ccc(CN(C(=O)c2cc3ccccc3oc2=O)C2CCS(=O)(=O)C2)cc1 (stereo not drawn)	-23%[57.5 µM]
Cc1onc(-c2ccccc2Cl)c1C(=O)OCC(=O)Nc1cccc(S(=O)(=O)N(C)C)c1	6%
COC(=O)c1ccc(NC(=O)c2ccccc2-c2ccccc2C(=O)O)cc1	-17%
O=C(c1ccc(F)cc1)C1CCN(Cc2cn[nH]c2-c2ccccc2)CC1	-8%[57.5 µM]
CC(=C/C(=O)O)/C=C/c1ccco1	1%
COc1ccccc1NC(=O)c1ccccc1C(=O)O	3%
O=C(COc1ccccc1)OCc1csc(Nc2ccccc2)n1	4%
CN(C)Cc1nc2ccccc2c(=O)n1CC#N	-7%
COc1ccc(C(CC(=O)N2CCCC(C)C2)c2c(OC)cc(OC)c3ccc(=O)oc23)cc1 (stereo not drawn)	-12%[57.5 µM]
Cn1c(SCc2cccnc2)nc2c(c1=O)SCC2	-6%
CCN(Cc1ccccc1)C(=O)CS(=O)(=O)c1ccccc1	5%
Cc1ccc(Cn2c(=N)n(CC(=O)c3ccccc3)c3ccccc32)cc1	-11%
Cc1nc(NC(=O)COC(=O)c2cc3c(s2)CCC(C)C3)c(Cl)cc1Cl (stereo not drawn)	-2%
COc1ccc(CN2CCN(S(=O)(=O)c3ccc(NC(C)=O)cc3)CC2)c(OC)c1OC	-3%
Cc1nnc(NC(=O)/C=C/c2ccco2)s1	4%

# Further entries follow.
Structure	ERK EGF inh
CCC(=O)Nc1cc(ON=C(C)C)cc([N+](=O)[O-])c1	-7%
O=C(CCc1nnc(C2CCCCC2)o1)N1CCN(c2ccccc2F)CC1	-13%[57.5 µM]
C=CCn1c(-c2cc3cccc(OC)c3o2)n[nH]c1=S	-3%
O=C1CNC(=S)N1Cc1ccccc1	3%
CCN(CC)CCNC(=O)C(C)c1nn(CC)c(=O)c2ccccc12 (stereo not drawn)	-25%
CCc1nnc(NC(=O)[C@@H](NC(=O)c2ccc(C(C)(C)C)cc2)C(C)C)s1	0%
O=C(COc1ccccc1[N+](=O)[O-])N/N=C/c1ccncc1	-11%
CCN(CC)C(=O)CSc1n[nH]c(=S)n1N	4%[57.5 µM]
O=C(O)CCC(=O)Nc1ccccc1C(=O)NCc1ccco1	0%
Cc1[nH]c2ccccc2c1C(=O)C(=O)NCCCn1ccnc1	-12%
Cc1ccsc1C(=O)Nc1cccc(S(=O)(=O)N(C)C)c1	0%
CC(NC(=O)COc1ccccc1-c1ccccc1)c1ccccc1 (stereo not drawn)	?
CCNCCC(CCC(C)C)c1ccc2c(c1)OCO2 (stereo not drawn)	-5%[57.5 µM]
S=C(NC1CCCCC1)NN1CCOCC1	-7%
Brc1cccc2sc(N3CCN(c4ccccc4)CC3)nc12	0%

# 4 of the entries above in order of the ERK EGF inh value, lowest first:
mol | ERK EGF inh
Cc1nc(NC(=O)COC(=O)c2cc3c(s2)CCC(C)C3)c(Cl)cc1Cl (stereo not drawn) | -2%
COc1ccc(-c2cc(C(=O)Nc3cc(C)on3)no2)cc1 | 0%
COC1=CC(=O)CC(C)C12Oc1c(Cl)c(OC)cc(OC)c1C2=O (stereo not drawn) | 5%
COc1ccc([C@@H]2C[C@H]3CN(Cc4ccccc4OC)C(=O)[C@]34CCCN24)cc1C | 6%

# The list goes on.
Structure	ERK EGF inh
Nn1c(SCCOc2ccc(Cl)cc2)nnc1-c1cccnc1	-6%
CCOc1ccccc1NC(=O)Nc1ccc(Cl)cc1	5%
COc1ccc(N2CCN(C(=O)c3cccc4nc(C)oc34)CC2)cc1	8%
COc1ccc(C(=O)NC(=S)Nc2ccc3oc(=O)ccc3c2)cc1	-2%
O=C(NCCCc1ccccc1)Nc1cccc(Cl)c1	-1%
Cc1ccc(-n2nnnc2SC(C(=O)c2c[nH]c3ccccc23)c2ccccc2)cc1 (stereo not drawn)	9%
CCCCNC(=S)N(C)/N=C/c1ccc(F)cc1	-1%
COCC1CCCCN1Cc1cn[nH]c1-c1ccc(OC)cc1OC (stereo not drawn)	-5%
Cn1c(=O)n(CC(=O)O)c(=O)c2c1nc1n2CCS1	6%[57.5 µM]
CCCC1=C(C(=O)OCC)C(c2cccs2)n2ncnc2N1 (stereo not drawn)	-6%[57.5 µM]
O=C(Nc1cccc(-c2nc3ccccc3[nH]2)c1)c1ccc(C(=O)Nc2cccc(-c3nc4ccccc4[nH]3)c2)cc1	0%[57.5 µM]
COc1ccc(/C=N/NC(=O)c2c(C)nc3ccccn23)cc1[N+](=O)[O-]	9%[57.5 µM]
C/C(CC(=O)NC1CCCC1)=N\NC(=O)c1ccc([N+](=O)[O-])c(Cl)c1	10%
COc1ccc(Nc2c(C)cccc2C)cc1	5%
COc1ccc(CNc2nc(-c3cccnc3)nn2C(=O)CC(C)C)cc1	-23%

# The listing continues.
Structure	ERK EGF inh
COc1ccc(OCC(=O)NC(=S)Nc2ccc3c4c(cccc24)CC3)cc1	-10%
COc1ccccc1/C=N/N1C(=O)C(CC(=O)Nc2ccc([N+](=O)[O-])cc2OC)SC1=Nc1cccc(C)c1C (stereo not drawn)	-9%
COc1cc(C(=O)NC(=S)Nc2ccc([N+](=O)[O-])cc2)cc(OC)c1OC	-6%
CCCC(=O)Oc1ccc(N(C(=O)CCC)S(=O)(=O)c2cccc([N+](=O)[O-])c2)cc1	-9%
CCOc1cc(C(=O)NCCN2C(=O)S/C(=C\c3cccnc3)C2=O)cc(OCC)c1OCC	3%
O=C(N/N=C/c1c[nH]c2ccc(Br)cc12)c1ccncc1	2%
O=C(c1ccc(S(=O)(=O)N2CCOCC2)cc1)N1CCN(c2ccccn2)CC1	?
Cc1ccccc1Nc1oc(-c2ccccc2)nc1-c1cccc2ccccc12	-3%
COc1ccccc1CNc1cc(-c2cccc(NS(C)(=O)=O)c2)ncn1	30%
CCOC(=O)c1c(NC(=O)CSc2nnc(CNc3ccc(Cl)cc3)o2)sc(C)c1C	2%
CCN(Cc1ccccc1)C(c1ccccn1)c1nnnn1C1CCCCC1 (stereo not drawn)	7%
COc1ccc(C2=NOC(C(=O)Nc3cc(C)on3)C2)cc1OC (stereo not drawn)	-1%[57.5 µM]
C=CCNC(=S)/N=c1/ccccn1CCC	4%[57.5 µM]
CC/C=C/C(=O)N1CC2(CC(c3cccc(NC(=O)CCCCC)c3)=NO2)C[C@H]1C(N)=O (stereo partly drawn)	-8%[57.5 µM]
O=C(NCc1ccccn1)C(=O)NCC(c1ccco1)N1CCN(c2ccc(F)cc2)CC1 (stereo not drawn)	2%

# Carrying on.
Structure	ERK EGF inh
COc1cccc2c1OCC/C2=N\NC(=O)COc1ccccc1C	5%
CC(C)(C)c1ccc(/C=C/C(=O)Nc2ncccn2)cc1	-2%
O=C(NNC1=NCCCCC1)Nc1ccc(Cl)cc1	-15%[57.5 µM]
Cc1ccsc1C(=O)N/N=C/c1ccc2c(c1)OCO2	-16%
CCCCC(=O)Nc1ccc(C(=O)NNC(=S)NC(=O)c2ccccc2[N+](=O)[O-])cc1	5%
COCCNc1oc(-c2cccs2)nc1S(=O)(=O)c1ccc(C)cc1	-12%
Nc1nc2n[nH]nc2c(=O)[nH]1	21%[25.7 µM]
O=C(NNc1cc(Cl)ccc1Cl)C1CCC1	-11%[57.5 µM]
Cc1nc(C(=O)NC(C)C)nn1-c1cc(Cl)cc(Cl)c1	-4%
COc1ccc(-n2c(C)nn(CCOc3ccccc3)c2=O)cc1	2%
COCCCNC(=S)NNC(=O)c1ccc(C(C)(C)C)cc1	-4%[57.5 µM]
CCN(CC)S(=O)(=O)c1ccc(Cl)c(C(=O)Nc2ccc(Cl)cc2[N+](=O)[O-])c1	?
Cc1ccc(Cl)cc1NC(=S)N(Cc1cccnc1)Cc1ccccc1Cl	0%
CCn1c2ccccc2c2cc(CN3CCN(S(=O)(=O)CC)CC3)ccc21	-9%
COc1ccc(CNC(=O)C(=O)NCc2ccncc2)cc1	-10%

# Reprinted at random: 3 entries already listed.
Structure	ERK EGF inh
COCCCNC(=S)NNC(=O)c1ccc(C(C)(C)C)cc1	-4%[57.5 µM]
CC(C)(C)c1ccc(/C=C/C(=O)Nc2ncccn2)cc1	-2%
CCn1c2ccccc2c2cc(CN3CCN(S(=O)(=O)CC)CC3)ccc21	-9%

# Filtered by structure: the entries above containing a cyano group
Structure	ERK EGF inh
C=CCNC(=O)/C(C#N)=C/c1c(C)nn(-c2ccccc2)c1Cl	-1%
CN(C)Cc1nc2ccccc2c(=O)n1CC#N	-7%

# Next section:
Structure	ERK EGF inh
O=C(NC(=S)Nc1ccc2oc(=O)ccc2c1)c1ccccc1F	-4%[57.5 µM]
COc1cc2c(C)nc3c(c(C)nn3-c3ccccc3)c2cc1OC	6%
O=C(Nc1ccccc1)N1CCc2c([nH]c3ccccc23)C1C(F)(F)F (stereo not drawn)	-7%[57.5 µM]
Cc1ccc(CNC(=O)COc2ccc(C)nc2[N+](=O)[O-])cc1	-3%
Cc1ccccc1C(=O)NC1CCN(CC(=O)Nc2ccc3c(c2)OCO3)CC1	-3%
Cc1cccc(C)c1NC(=O)CC(NCCc1ccccc1)C(=O)O (stereo not drawn)	4%
COc1cccc2sc(N(CCN(C)C)C(=O)/C=C/c3cccs3)nc12	0%
CCCN(CCC)C(=O)c1ccc2c(c1)OCO2	3%
COc1ccc(/C=N/NC(=O)c2ccccc2O)cc1Cn1cc([N+](=O)[O-])cn1	-2%[57.5 µM]
CC(=O)N1CCC2(CC1)CN(Cc1ccccc1)C2	-2%
CCOC(=O)C1CCCN(Cc2nc(N)nc(Nc3ccccc3OC)n2)C1 (stereo not drawn)	1%
CN1CCN(C(=O)c2ccc3c(c2)S(=O)(=O)c2ccccc2C3=O)CC1	-1%
CCOc1ccc(OCC)c(S(=O)(=O)NC2CC(C)(C)NC(C)(C)C2)c1	-1%
O=C(c1sc(N2CCOCC2)nc1-c1ccccc1)N1CCCCC1	-9%
Clc1ncccc1-c1nc2ccccc2s1	8%
S=C(NCCc1ccccc1)Nc1ccc(Nc2ccccc2)cc1	?
O=C1c2ccccc2C(=O)N1c1ccc(Br)c2cccnc12	-3%
C/C1=C2N=C(/C=C3N=C(/C(C)=C4\[N-]C(C)(C5N=C1C(C)(CCC(=O)NCC(C)OP(=O)([O-])O[C@H]1C(O)C(n6cnc7cc(C)c(C)cc76)O[C@@H]1CO)C5CC(N)=O)C(C)(CC(N)=O)C4CCC(N)=O)C(C)(CC(N)=O)C\3CCC(N)=O)C(C)(C)C/2CCC(N)=O.[CH2-]C1OC(n2cnc3c(N)ncnc32)C(O)C1O.[Co] (stereo partly drawn)	2%
